Bioassay records: PubChem BioAssay, Broad Institute
SIRT5 inh: blocks human SIRT5 desuccinylation of peptide. Q9NXA8. Purified SirT5, succinyl-peptide AMC, trypsin-coupled fluorescence. inhibition, % at 15 µM. 330,000 compounds, 1.1% hits. AID 652115; in the data active means inhibition above about 15%; inconclusive means no clear call, values can overlap the other calls
Target sequence (Q9NXA8 whole entry, looked up): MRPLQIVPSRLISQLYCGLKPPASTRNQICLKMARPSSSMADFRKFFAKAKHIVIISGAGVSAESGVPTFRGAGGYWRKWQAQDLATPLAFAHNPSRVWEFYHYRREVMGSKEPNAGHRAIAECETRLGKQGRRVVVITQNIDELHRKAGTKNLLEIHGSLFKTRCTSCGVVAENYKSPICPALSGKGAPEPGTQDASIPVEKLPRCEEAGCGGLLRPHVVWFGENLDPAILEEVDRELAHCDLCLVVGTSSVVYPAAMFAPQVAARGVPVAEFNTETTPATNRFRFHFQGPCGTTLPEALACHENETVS
ERAP1 inh: ERAP1 (human) enzyme inhibition | Q9NZ08 | recombinant ERAP1, Leu-AMC fluorescence, 60 min | inhibition, % at 10.7 µM | 340,000 compounds, 0.15% hits | AID 652197;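 active means mean replicate inhibition of at least 30%, or all replicates individually reaching that 30% level; inactive means mean below 30% and not every replicate reaching it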;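 further: 0% = neutral control wells and 100% = L-leucinethiol positive control wells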
CFTR F508del cor: CFTR F508del correction in bronchial cells | CFBE cells, YFP halide quenching; stimulated with forskolin plus potentiator P3; % fluorescence drop versus neutral controls | activity (quench increase), % at 7.58 µM | 350,000 compounds, 0.36% hits | AID 720511;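 active means mean added fluorescence quench of at least 8% versus neutral control, with both replicates also reaching 8%; inconclusive means only one of the mean or replicate conditions met; inactive means mean below 8% and not both replicates reaching 8%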;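 further: cells transiently co-express mutant CFTR-F508del with the halide-sensitive YFP; corrector assay measuring rescue of mutant channel to the surface after 24 h compound exposure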
miR122 inh: miR-122 inhibition in Huh7 cells; Huh7 miR-122 Renilla luciferase sensor, 48 h; neutral wells = 0, positive control = 100; activation (reporter increase), % at 12.5 µM; 340,000 compounds, 0.3% hits; AID 602342;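 active means mean replicate activation score at least 90 and every replicate individually at or above 90; inconclusive means only one of the two criteria met; inactive means neither criterion met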;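 further: higher luciferase means less miR-122 activity so hits act as miR-122 inhibitors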
Casp6 inh: caspase-6 (human) enzyme inhibition; purified caspase-6, Z-VEID-R110 cleavage fluorescence; P55212; inhibition, % at 12.5 µM; 350,000 compounds, 0.53% hits;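 active means mean inhibition across replicates at least about 35%, with every replicate also reaching that limit, limit read from the data; inconclusive means only one of the two criteria met; inactive means neither criterion met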;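 further: 0% = median of neutral control wells and 100% = no fluorescence left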
Target sequence (P55212 24-179 limits assumed): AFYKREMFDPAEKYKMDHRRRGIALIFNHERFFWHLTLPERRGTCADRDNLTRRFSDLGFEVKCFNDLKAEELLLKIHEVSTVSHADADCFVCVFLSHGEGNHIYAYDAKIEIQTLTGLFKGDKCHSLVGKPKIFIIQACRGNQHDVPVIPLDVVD
Target sequence (P55212 194-293 limits assumed): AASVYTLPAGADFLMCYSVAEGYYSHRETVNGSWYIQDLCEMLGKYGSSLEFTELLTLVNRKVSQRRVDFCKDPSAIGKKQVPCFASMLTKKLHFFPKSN
DENV2 CPE rescue: protects cells from dengue virus 2 cytopathic effect; DENV2-infected cells, cytopathic effect rescue, plate reader; CPE inhibition, % at 9.99 µM; 350,000 compounds, 1.7% hits; in the data active means CPE inhibition above about 20%, passing the limit was not always enough; inconclusive means no clear call, values can overlap the other calls; tested in BHK-21 cells;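 further: 0% = median of neutral control wells and 100% = median of positive control wells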
ERp5 inh: blocks human ERp5 reductase activity on insulin | inhibition, % at 9.99 µM | 350,000 compounds, 0.05% hits | ERp5 insulin aggregation, absorbance 650 nm, 90 min;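 active means mean replicate inhibition above about 25%, with every replicate also reaching it, limit read from the data, passing the limit was not always enough; inconclusive means only one of those two criteria met; inactive means neither criterion met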
Target sequence (Q15084 whole entry, looked up): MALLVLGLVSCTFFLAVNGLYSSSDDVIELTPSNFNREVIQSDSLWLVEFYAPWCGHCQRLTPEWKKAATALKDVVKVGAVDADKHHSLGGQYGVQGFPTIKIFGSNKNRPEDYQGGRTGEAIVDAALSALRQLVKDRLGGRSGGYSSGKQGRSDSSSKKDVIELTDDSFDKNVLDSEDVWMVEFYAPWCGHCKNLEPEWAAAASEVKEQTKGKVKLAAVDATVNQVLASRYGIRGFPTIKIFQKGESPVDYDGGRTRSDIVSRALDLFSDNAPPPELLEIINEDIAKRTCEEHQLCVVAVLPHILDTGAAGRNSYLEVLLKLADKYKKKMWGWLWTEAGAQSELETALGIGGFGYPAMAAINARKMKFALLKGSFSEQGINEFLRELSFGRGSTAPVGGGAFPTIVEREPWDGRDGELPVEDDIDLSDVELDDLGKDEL
Numbers without * were called inactive; ? = inconclusive; nt = no result given; & = joins results of further samples; [ ] = remark or other dose. Hits appear at their usual frequency; about 4% have a hit in one of these screens.

Results follow in this order: SIRT5 inh	ERAP1 inh	CFTR F508del cor	miR122 inh	Casp6 inh	DENV2 CPE rescue	ERp5 inh
- CCOC(=O)C1=C[C@@H](c2ccccc2)N(S(=O)(=O)c2ccc(C)cc2)[C@H]1c1ccccc1Cl
 : 23*	14	-3.7	4	-1	7	-4
- COc1ccc(OC)c(S(=O)(=O)NC(=O)C2(C)CCN2C(=O)Cc2ccc(Cl)cc2Cl)c1 (stereo not given)
 : -3	2	4.2	-6	-3	?	4
- Nc1ccc(-c2nc3cc(N)ccc3s2)cc1
 : 1	7	-1.8	1	4	3	6
- O=C(CC1CC1)N[C@H]1CC[C@H](CCNS(=O)(=O)c2ccc(F)cc2)O[C@@H]1CO
 : -2	-1	0.1	nt	1	1	0
- CCOC(=O)c1ccc(NC(=O)CSc2ccc(-c3cccnc3)nn2)cc1
 : -2	3	0.9	-8	-4	0	-3
- C[C@H]1CN([C@@H](C)CO)S(=O)(=O)c2ccc(C#CCC3CCCC3)cc2O[C@@H]1CN(C)C(=O)CC1CC1
 : 10	2	4.8	37[16.7 µM]	2	-2	-1
- CCN(C(=O)CSc1nnc(-c2ccco2)n1CC)c1c(N)n(Cc2ccccc2)c(=O)[nH]c1=O
 : -4	-3	-3.8	3	-3	16	-4
- COc1ccc(CN(C)C[C@@H]2OCCCC[C@@H](C)Oc3ccc(NC(=O)c4ccccc4)cc3C(=O)N([C@H](C)CO)C[C@H]2C)cc1
 : 1	2	0.5	-1[16.7 µM]	1	-6	4
- CCOc1ccc(S(=O)(=O)NC2CC2)cc1C(N)=O
 : -2	-2	-0.7	nt	-1	7	-2
- C/C=C/c1cnc2c(c1)C(=O)N([C@H](C)CO)C[C@H](C)[C@@H](CN(C)C(=O)NC1CCCCC1)O2
 : 3	-2	1.0	3[16.7 µM]	-1	-5	-2

Looked up above:
Nc1ccc(-c2nc3cc(N)ccc3s2)cc1 in ERp5 inh is entered as 6
C[C@H]1CN([C@@H](C)CO)S(=O)(=O)c2ccc(C#CCC3CCCC3)cc2O[C@@H]1CN(C)C(=O)CC1CC1 in ERAP1 inh is entered as 2
COc1ccc(OC)c(S(=O)(=O)NC(=O)C2(C)CCN2C(=O)Cc2ccc(Cl)cc2Cl)c1 (stereo not given) in miR122 inh is entered as -6
CCOC(=O)C1=C[C@@H](c2ccccc2)N(S(=O)(=O)c2ccc(C)cc2)[C@H]1c1ccccc1Cl in miR122 inh is entered as 4
C/C=C/c1cnc2c(c1)C(=O)N([C@H](C)CO)C[C@H](C)[C@@H](CN(C)C(=O)NC1CCCCC1)O2 in miR122 inh is entered as 3[16.7 µM]
CCN(C(=O)CSc1nnc(-c2ccco2)n1CC)c1c(N)n(Cc2ccccc2)c(=O)[nH]c1=O in CFTR F508del cor is entered as -3.8
COc1ccc(CN(C)C[C@@H]2OCCCC[C@@H](C)Oc3ccc(NC(=O)c4ccccc4)cc3C(=O)N([C@H](C)CO)C[C@H]2C)cc1 in ERAP1 inh is entered as 2

Remaining list, next part
Results follow in this order: SIRT5 inh	ERAP1 inh	CFTR F508del cor	miR122 inh	Casp6 inh	DENV2 CPE rescue	ERp5 inh
- COC(=O)c1ccc2c(=O)[nH]c(COC(=O)c3cccc(S(=O)(=O)N4CCOCC4)c3)nc2c1
 : -4	4	0.8	-1	-4	4	-3
- O=C(C[C@H]1CC[C@H]2[C@@H](COC[C@H](O)CN2Cc2ccc(C(F)(F)F)cc2)O1)NCCc1ccccc1
 : 2	1	0.7	-7[16.7 µM]	2	16	1
- CC(Sc1nc(N)cc(=O)[nH]1)C(=O)N1CCOCC1 (stereo not given)
 : -4	-1	-1.6	nt	2	?	2
- CCS(=O)(=O)N1CCCCN2[C@H](C1)[C@@H](c1ccc(-c3ccc(C(=O)N(C)C)cc3)cc1)[C@@H]2CO
 : 0	nt	-0.5	7[16.7 µM]	nt	nt	-4
- O=C(CCc1ccc(Oc2cc([N+](=O)[O-])cc([N+](=O)[O-])c2)cc1)N1CCCCCC1
 : 3	0	nt	-7	-1	2	4
- C[C@H]1CCCCO[C@@H](CN(C)C(=O)Nc2cccc3ccccc23)[C@@H](C)CN([C@@H](C)CO)C(=O)c2cc(NC(=O)Cc3ccccc3)ccc2O1
 : 4	-2	0.4	-7[16.7 µM]	1	83*	9
- CCCC#Cc1ccc2c(c1)O[C@H](CN(C)C(=O)c1cccnc1)[C@H](C)CN([C@@H](C)CO)S2(=O)=O
 : -1	-2	-1.0	-29[16.7 µM]	1	5	-1
- COC(=O)[C@]1(C)N[C@H](CN(C)C(=O)C2CCCCC2)[C@@H]2C(=O)N(C)C(=O)[C@@H]21
 : -1	nt	-0.3	-3	0	-7	-1
- CC(C)NC(=O)Nc1ccc2c(c1)CC(=O)N([C@@H](C)CO)C[C@H](C)[C@@H](CN(C)Cc1ccc(C(F)(F)F)cc1)O2
 : 2	-1	-4.0	1[16.7 µM]	-2	10	2
- O=C(CC1CC1)NC[C@H]1N[C@H](CO)[C@@H]1c1ccc(-c2ccc(F)cc2)cc1
 : -3	1	-2.0	nt	1	-6	5

Two records drawn at random from the list so far:
Results follow in this order: SIRT5 inh	ERAP1 inh	CFTR F508del cor	miR122 inh	Casp6 inh	DENV2 CPE rescue	ERp5 inh
- CC(C)NC(=O)Nc1ccc2c(c1)CC(=O)N([C@@H](C)CO)C[C@H](C)[C@@H](CN(C)Cc1ccc(C(F)(F)F)cc1)O2
 : 2	-1	-4.0	1[16.7 µM]	-2	10	2
- O=C(CC1CC1)NC[C@H]1N[C@H](CO)[C@@H]1c1ccc(-c2ccc(F)cc2)cc1
 : -3	1	-2.0	nt	1	-6	5

More entries follow:
Results follow in this order: SIRT5 inh	ERAP1 inh	CFTR F508del cor	miR122 inh	Casp6 inh	DENV2 CPE rescue	ERp5 inh
- CO[C@@H]1CN(C)C(=O)c2cc(NC(=O)C3CCC3)ccc2OC[C@H](C)N(Cc2ccncc2)C[C@@H]1C
 : -4	2	2.8	-21[16.7 µM]	-3	7	4
- C[C@H]1CN([C@@H](C)CO)C(=O)CCCn2cc(nn2)CO[C@@H]1CN(C)C(=O)Nc1ccc(N2CCN(C)CC2)cc1
 : -3&2	0&1	2.3&-3.3	1	-8&1	-4&-13	0&3
- S=C(NCc1ccc(Cl)c(Cl)c1)NCc1ccco1
 : -1	2	2.1	21	-2	1	-1
- CCOc1cc(/C=N/NC(=O)COc2nc(C)cc(COC)c2C#N)ccc1O
 : 0	0	-3.4	-4	1	-2	5
- CCOC(=O)NN1C(=O)c2ccccc2NC1c1ccc(OC)c(OC)c1 (stereo not given)
 : -10	3	0.7	-4	1	0	-1
- CC1O[C@@H](O[C@H](C)CC[C@@H](C)O)C(O)C[C@H]1O (stereo not given in full)
 : nt	-1	2.8	nt	1	-17	2
- CN(C)C(CNC(=O)c1cc(S(=O)(=O)N2CCOCC2)ccc1F)c1cccs1 (stereo not given)
 : -3	1	-1.0	1	4	-7	-1
- O=C(NC(=S)N1CCN(C/C=C/c2ccccc2)CC1)c1cccnc1
 : -1	1	-1.9	1	0	-1	1
- COc1ccc(C(CNS(=O)(=O)c2ccc(F)cc2)N2CCN(C)CC2)cc1 (stereo not given)
 : -3	-1	1.4	-5	1	3	-2
- Cc1ccc(S(=O)(=O)N[C@H](C(=O)OCC(=O)NC(=O)NCc2ccco2)C(C)C)cc1
 : -6	0	0.8	-1	11	-1	15
- CCCNC(=O)C[C@@H]1CC[C@H]2[C@@H](COC[C@@H](O)CN2Cc2ccncc2)O1
 : -2	2	1.6	-4[16.7 µM]	2	-1	6
- CCOC(=O)C1CCN(c2c(NCCN(CC)c3ccccc3)c(=O)c2=O)CC1
 : 5	nt	0.7	-11	1	0	5
- C[C@H](O)C#Cc1cnc2c(c1)C(=O)N([C@@H](C)CO)C[C@H](C)[C@H](CN(C)Cc1ccc(-c3ccccc3)cc1)O2
 : -7	1	-3.3	2[16.7 µM]	1	0	-2
- COC(=O)C1=NN(C(=O)c2ccc(Br)cc2)C(O)(C(C)(C)C)C1 (stereo not given)
 : 0	-4	1.9	nt	4	-8	-9
- Cc1noc(C)c1NC(=O)N(C)C[C@@H]1Oc2ccc(NS(=O)(=O)c3ccccc3)cc2CC(=O)N([C@@H](C)CO)C[C@H]1C
 : 2	1	-3.9	-11[16.7 µM]	1	nt	-4
- C[C@@H]1CN([C@@H](C)CO)C(=O)c2cccc(NC(=O)Nc3ccc(F)cc3)c2O[C@H]1CN(C)Cc1ccc(C(=O)Nc2ccccc2N)cc1
 : nt	0	2.2	nt	-1	0	1
- C/C(=N\OCC(=O)NC(C)C)c1cccs1
 : 1	-2	-2.4	-1	-3	5	2
- CCOC(=O)c1c(/N=C/N(C)C)sc(C=O)c1-c1ccccc1
 : -2	-6	-4.1	nt	-2	5	0
- COc1cccc(NC(=O)N[C@@H]2CC[C@@H](CC(=O)Nc3ccc(-c4ccccc4)cc3)O[C@H]2CO)c1
 : 1	1	0.5	-9[16.7 µM]	1	3	1
- CCCN(CCC)C(=O)c1cc(S(=O)(=O)N2CCCCC2)c[nH]1
 : 0	-3	-0.3	0	0	-2	2
- COc1ccc(NC(=O)N[C@H]2CC[C@@H](CCn3cc(-c4ccc(OC)cc4)nn3)O[C@@H]2CO)cc1
 : 0	-1	-0.3	nt	1	3	-1
- CC1CCC2(CC1)NC(=O)N(CC(=O)N(Cc1ccccc1)C(C)(C)C)C2=O (stereo not given)
 : 0	3	-1.4	-4	-1	7	-5
- O=C(c1ccncc1)c1ccc(N2CCN(C3CC(=O)N(Cc4cccs4)C3=O)CC2)cc1 (stereo not given)
 : -1	4	-0.2	-4	0	0	2
- COCC(=O)N(C)C[C@H]1[C@H](c2ccc(-c3cccnc3)cc2)[C@H](CO)N1C(C)=O
 : 7	-3	1.4	-12[16.7 µM]	1	-10	-1
- CN1C(=O)C(CC(=O)NC2CCCCC2)N(C)C1=O (stereo not given)
 : -1	4	2.2	nt	-1	8	1
- Cc1cccc(NC(=O)c2cc(S(=O)(=O)N3CCCC3)cn2C)c1
 : 3	5	-1.5	-4	-2	-1	2
- C[C@H]1CN([C@@H](C)CO)C(=O)c2cc(-c3cccc(F)c3)cnc2O[C@H]1CN(C)C(=O)C1CCC1
 : -2	-2	-2.5	0[16.7 µM]	2	?	0
- CC(=O)N1c2ccc(S(=O)(=O)N3CCC(C(=O)Nc4cccc(C)c4C)CC3)cc2CC1C (stereo not given)
 : -1	3	-2.0	3	2	-6	0
- COc1ccc2c3c([nH]c2c1)[C@@H](CO)N(C(=O)c1ccccc1)CC31CCN(C(=O)NC(C)C)CC1
 : nt	0	-1.8	nt	nt	4	-12
- COc1ccc(Nc2cc(C)nc3ccc(C)cc23)cc1
 : nt	-5	0.8	0	-1	0	-6
- CCOC(=O)N1CCN(c2c(NCCCN(C)c3ccccc3)c(=O)c2=O)CC1
 : 1	3	0.7	-7	-2	?	2
- COc1ccc(OC)c(NC(=O)Nc2ccc3[nH]ccc3c2)c1
 : -8	-1	-2.1	18	6	-2	4
- COc1ccccc1CN1CC2(C1)[C@H](c1ccccc1)[C@@H](CO)N2Cc1ccccc1
 : 0	0	0.8	nt	2	6	0
- CC(C)(C)NCc1ccc(OCc2cccs2)cc1
 : 1	-1	3.9	0	-6	1	0
